# Pf apPOL inh – Pf-apPOL DNA polymerase inhibition | hit rate 0.25% among 210,000 | inhibition, % at 10 µM | Recombinant Pf-apPOL, molecular beacon fluorescence, 1.5 h | AID 1794808
# mHTT CaM bind – mHTT-calmodulin interaction abrogation; P42858; AlphaScreen His-mHTT/GST-CaM binding, luminescence; inhibition, % at 15 µM; hit rate 3.6% among 190,000;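 further: 0% = both proteins with DMSO and 100% = one protein alone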
# Target sequence (P42858 whole entry, looked up, stated change not applied): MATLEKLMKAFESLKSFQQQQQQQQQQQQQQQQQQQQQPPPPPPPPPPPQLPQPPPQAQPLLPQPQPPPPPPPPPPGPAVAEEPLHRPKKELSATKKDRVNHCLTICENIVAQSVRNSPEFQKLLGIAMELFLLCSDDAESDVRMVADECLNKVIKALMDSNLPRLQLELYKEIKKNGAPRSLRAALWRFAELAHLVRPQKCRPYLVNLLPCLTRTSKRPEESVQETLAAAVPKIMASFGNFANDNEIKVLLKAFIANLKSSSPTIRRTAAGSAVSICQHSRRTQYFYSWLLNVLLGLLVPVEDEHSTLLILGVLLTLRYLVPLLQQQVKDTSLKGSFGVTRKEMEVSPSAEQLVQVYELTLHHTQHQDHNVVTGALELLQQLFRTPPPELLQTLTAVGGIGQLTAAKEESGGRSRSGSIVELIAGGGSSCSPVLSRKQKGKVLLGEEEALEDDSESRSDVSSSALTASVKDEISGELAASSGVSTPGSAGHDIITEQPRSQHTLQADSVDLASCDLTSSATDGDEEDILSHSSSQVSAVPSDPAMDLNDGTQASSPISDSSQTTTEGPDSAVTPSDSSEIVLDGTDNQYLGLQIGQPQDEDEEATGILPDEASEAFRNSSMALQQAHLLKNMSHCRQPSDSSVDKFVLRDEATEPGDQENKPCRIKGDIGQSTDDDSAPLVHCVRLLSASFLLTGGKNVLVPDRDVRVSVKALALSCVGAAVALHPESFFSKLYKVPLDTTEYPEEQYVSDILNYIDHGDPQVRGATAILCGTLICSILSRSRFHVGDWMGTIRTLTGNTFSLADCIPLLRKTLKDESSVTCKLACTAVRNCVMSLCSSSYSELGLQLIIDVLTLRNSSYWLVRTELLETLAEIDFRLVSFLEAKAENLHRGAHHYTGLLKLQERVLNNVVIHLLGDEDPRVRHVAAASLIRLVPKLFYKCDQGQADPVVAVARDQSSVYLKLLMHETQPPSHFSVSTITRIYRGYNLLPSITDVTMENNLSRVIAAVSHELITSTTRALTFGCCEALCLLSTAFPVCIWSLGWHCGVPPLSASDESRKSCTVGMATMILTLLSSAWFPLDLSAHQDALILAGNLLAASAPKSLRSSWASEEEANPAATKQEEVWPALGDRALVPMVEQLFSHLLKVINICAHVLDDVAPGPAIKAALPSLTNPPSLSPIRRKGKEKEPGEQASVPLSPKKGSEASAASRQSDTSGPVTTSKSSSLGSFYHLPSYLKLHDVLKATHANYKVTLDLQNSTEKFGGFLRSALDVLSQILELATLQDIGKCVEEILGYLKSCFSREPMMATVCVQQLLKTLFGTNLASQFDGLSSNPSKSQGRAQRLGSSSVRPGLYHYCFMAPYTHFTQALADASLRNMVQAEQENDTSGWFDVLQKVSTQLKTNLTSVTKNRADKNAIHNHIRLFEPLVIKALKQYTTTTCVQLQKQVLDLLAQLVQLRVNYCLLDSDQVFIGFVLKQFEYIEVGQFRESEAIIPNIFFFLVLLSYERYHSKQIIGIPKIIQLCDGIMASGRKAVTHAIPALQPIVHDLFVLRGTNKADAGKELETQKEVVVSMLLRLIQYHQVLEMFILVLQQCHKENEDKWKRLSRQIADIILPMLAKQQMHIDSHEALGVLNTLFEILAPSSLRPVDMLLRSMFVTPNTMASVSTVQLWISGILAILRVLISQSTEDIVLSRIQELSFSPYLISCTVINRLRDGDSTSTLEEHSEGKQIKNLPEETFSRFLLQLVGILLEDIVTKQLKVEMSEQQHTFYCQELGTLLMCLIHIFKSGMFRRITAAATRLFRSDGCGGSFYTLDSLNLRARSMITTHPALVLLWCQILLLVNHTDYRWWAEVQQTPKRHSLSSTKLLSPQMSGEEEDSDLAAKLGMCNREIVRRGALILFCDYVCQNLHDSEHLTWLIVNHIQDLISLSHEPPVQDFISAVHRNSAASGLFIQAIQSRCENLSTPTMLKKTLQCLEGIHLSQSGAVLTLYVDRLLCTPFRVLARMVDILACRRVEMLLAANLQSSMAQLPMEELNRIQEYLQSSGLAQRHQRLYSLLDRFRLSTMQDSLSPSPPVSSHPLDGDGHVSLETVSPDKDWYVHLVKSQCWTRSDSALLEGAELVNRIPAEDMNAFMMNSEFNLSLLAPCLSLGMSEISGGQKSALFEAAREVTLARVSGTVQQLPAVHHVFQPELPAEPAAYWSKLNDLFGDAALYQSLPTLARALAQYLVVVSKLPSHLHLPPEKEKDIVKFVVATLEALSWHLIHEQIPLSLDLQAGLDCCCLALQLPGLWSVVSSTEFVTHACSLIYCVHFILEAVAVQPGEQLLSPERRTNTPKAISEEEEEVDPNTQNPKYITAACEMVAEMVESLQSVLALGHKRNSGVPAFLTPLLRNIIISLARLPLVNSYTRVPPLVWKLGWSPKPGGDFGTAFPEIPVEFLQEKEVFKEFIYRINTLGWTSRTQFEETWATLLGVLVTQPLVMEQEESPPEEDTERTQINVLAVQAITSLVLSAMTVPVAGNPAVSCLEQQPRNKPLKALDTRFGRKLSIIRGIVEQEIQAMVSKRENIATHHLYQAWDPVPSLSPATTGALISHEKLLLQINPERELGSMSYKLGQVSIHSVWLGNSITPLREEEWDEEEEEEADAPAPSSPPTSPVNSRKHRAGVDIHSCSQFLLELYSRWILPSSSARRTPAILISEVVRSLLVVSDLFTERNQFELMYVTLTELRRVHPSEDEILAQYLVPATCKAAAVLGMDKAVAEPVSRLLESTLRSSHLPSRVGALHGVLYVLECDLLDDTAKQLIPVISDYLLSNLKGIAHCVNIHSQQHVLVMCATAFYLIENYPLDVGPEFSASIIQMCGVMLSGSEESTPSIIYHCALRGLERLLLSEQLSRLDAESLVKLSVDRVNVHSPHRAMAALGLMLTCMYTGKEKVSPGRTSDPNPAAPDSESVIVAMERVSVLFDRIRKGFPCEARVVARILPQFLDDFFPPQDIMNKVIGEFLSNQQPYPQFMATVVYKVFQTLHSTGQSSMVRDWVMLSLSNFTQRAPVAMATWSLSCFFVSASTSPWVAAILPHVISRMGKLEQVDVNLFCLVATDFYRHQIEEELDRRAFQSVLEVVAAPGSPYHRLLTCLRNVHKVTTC
# * marks the source's active call; other numbers are inactive results; / = not tested or not shown; & = joins results of further samples. No stated cut-off is given here; in the data, active means inhibition above about 50%; inactive means the rest. These rows are one share of the data; the hit share may differ from the screen's.
# Order of values: Pf apPOL inh, mHTT CaM bind
- O=C(C1c2ccccc2CCN1C(=O)C1CC1)N1CCN(c2ccccc2F)CC1 (stereo unspecified)
    -2, -7
- N#C/C(=C\c1ccc[nH]1)C(=O)NC1CC1
    /, 2
- O=C(NCc1ccsc1)c1cccc2ccccc12
    1, -11
- CN1C(=O)c2ccc(Oc3cccc([N+](=O)[O-])c3)cc2C1=O
    19, -4
- COc1cccc(N2[C@@H](CC(C)=O)c3ccccc3S2(=O)=O)c1
    -2, -4
- COc1ccc(CNC(=O)c2cc3c(s2)CN(Cc2ccccc2)C3)cc1
    1, 22
- O=C1C(=O)N(CN2CCN(c3ccc(F)cc3)CC2)c2ccccc21
    2, -2
- O=[N+]([O-])c1ccc(-c2nc(N3CCCC3)c3ccccc3n2)cc1
    -4&-3, -3&6
- O=C(NCc1ccccc1F)C1CCCN(c2nnc3c(Cl)cccn23)C1 (stereo unspecified)
    -11, 13
- Nc1nc(O)c(C2=c3cc(Br)cc(Br)c3=NC2=O)s1
    0, 3
- Fc1cnc(Cl)nc1NC1CCCCC1
    /, -6
- O=C(Nc1ccc(Cl)c(Cl)c1)c1ccc([N+](=O)[O-])o1
    1, 7
- Cc1cc(NC(=O)CCN2CCCC2)ccc1Br
    -9, 0
- O=C(c1ccc(Sc2ccc(F)cc2)c([N+](=O)[O-])c1)N1CCC2(CC1)OCCO2
    -3, 45
- O=C(N1CCN(c2ccccc2)CC1)C(Cl)(Cl)Cl
    0, -4
- Cc1nnc2c(NC(=O)Cc3ccsc3)cccn12
    -4, -4
- CN(C(=O)c1cc(-c2ccc3c(c2)OCO3)on1)C1CCCCC1
    6, -15
- COc1ccc(-c2nc(=S)n(CN3CCOCC3)[nH]2)cc1
    /, -8
- COC(=O)C[C@H]1c2ccccc2S(=O)(=O)N1c1cccc(OC)c1
    -4, -4
- Cc1ccc(N2C(=O)C3Sc4[nH]c(=O)sc4C(c4ccccc4)C3C2=O)cc1 (stereo unspecified)
    -7, 11
- COc1ccc(OC)c(C=C2Oc3cc(OCC(=O)OC(C)C)ccc3C2=O)c1
    -1, -24
- CCc1ccc2nc(N3CCC(C(=O)NCc4ccco4)CC3)sc2c1
    39, 7
- O=C(Nc1ccc(F)c(Cl)c1)c1ccc(Cn2cncn2)cc1
    1, -6
- Cc1cccc(CNC(=O)c2ccc3c(c2)NC(=O)C2CCCCN32)c1 (stereo unspecified)
    -3, -3
- CN(CCCNC(=O)c1csc2c1CCCCC2)C1CCCCC1
    6, -3
- O=c1c(=O)n(-c2ccc3c(c2)OCCO3)ccn1Cc1cccc(Cl)c1
    4, -3
- O=C(Nc1ccc(F)cc1)C(=O)NC1CC1
    2, 6
- CC1(C)CC(CC(=O)N2CCCCC2)(c2ccccc2)CCO1 (stereo unspecified)
    1, -8
- O=c1nc2n(-c3ccccc3F)c3ccc([N+](=O)[O-])cc3cc-2c(=O)[nH]1
    3, 6
- CC(C)c1ccc(N2CC(C(=O)NCc3ccccn3)CC2=O)cc1 (stereo unspecified)
    -4, 9
- Cc1ccc([N+](=O)[O-])cc1N1C(=O)C2C3C=CC(O3)C2C1=O (stereo unspecified)
    -2, 5
- CCOC(=O)C(C#N)=CN=C(NN=C(C)c1cc2ccccc2o1)SC
    -10, /
- COc1ccccc1/C=C1\SC(=O)N(CCC(=O)N2CCOCC2)C1=O
    2, 5
- Cn1nc(COCc2ccccc2F)c2c1CCN(C(=O)Nc1ccc(F)cc1F)C2
    -1, -4
- COC(=O)c1cc(-c2ccc3c(c2)OCCO3)nc2c1c(C)nn2C1CCS(=O)(=O)C1 (stereo unspecified)
    -1, 0
- CCCCN(C)C(=O)CNC(=O)c1nn(-c2ccc(OC)c(OC)c2)c(=O)c2ccccc12
    -6, 17
- CCn1cc(C2=CCN(C(=O)Nc3ccc4c(c3)OCCO4)CC2)c2cccnc21
    -4, 34
- CC(=O)N1CCC(n2c(C)nc(C(=O)NCc3ccc(N4CCCC4)cc3)c2C)CC1
    -1, 44
- O=C(CN1C(=O)c2ccccc2C1=O)Nc1nnc(Cc2ccc(Cl)cc2)s1
    -1, 1
- Cc1ccc(C(=O)N2CCC(COc3ccc(C(=O)N4CCCC4)cc3)CC2)cc1F
    -1, -2
- CN(C)c1ncccc1NS(=O)(=O)c1ccc(F)cc1
    -4, -4
- O=[N+]([O-])C(=C1SCCS1)C(=C(Cl)Cl)N1CCOCC1
    -6, 19
- Cc1ccc(S(=O)(=O)Nc2ccccc2-c2nc3ccccc3c(=O)o2)cc1
    0, 4
- CCOc1ccc(N2CSC(=S)N(c3ccc(OCC)cc3)C2)cc1
    -4, /
- COc1ccc(-c2nc(N3CCCC3)ncc2C(=O)O)cc1
    -3, -4
- O=C(COc1ccc(Cl)cc1)Nc1ccc(Br)cc1
    -10, -30
- COc1cccc(N2CCN(C(=O)Nc3ccccc3)C(C)C2=O)c1 (stereo unspecified)
    -4, -6
- CC1OC(Nc2ccc(Cl)cc2[N+](=O)[O-])C(O)C(O)C1O (stereo unspecified)
    -1, -2
- C#CCN([C@H](C(=O)OC)[C@@H](C)CC)S(=O)(=O)c1ccccc1Br
    -4, -1
- CCc1cc2c(N3CCCC(C(=O)N4CCOCC4)C3)nccc2s1 (stereo unspecified)
    -14, 10

# (continued)
# Order of values: Pf apPOL inh, mHTT CaM bind
- O=C1OC(c2ccccc2[N+](=O)[O-])=N/C1=C/c1ccc([N+](=O)[O-])cc1
    5, 2
- O=C(c1c[nH]c2ccc(S(=O)(=O)Nc3cccc(C(F)(F)F)c3)cc2c1=O)N1CCCC1
    -2, 2
- CC(CCN1CCCN(C)CC1)c1ccccc1 (stereo unspecified)
    -8, 0
- CCc1cc(C2CCCN2Cc2ccc(OCC(N)=O)c(OC)c2)on1 (stereo unspecified)
    1, -1
- COc1ccc(CNC(=O)c2ccc(SCCN3CCOCC3)nc2)cc1
    -4, 15
- O=C(Cn1cnc2ccccc2c1=O)NCCOc1ccc(-c2ccccn2)nn1
    -6, 100*
- COc1ccc(C=O)c(C(=O)O)c1OC
    2, 1
- COCCNC(=O)N1CCc2c(nc(-c3ccc(OC)cc3)[nH]c2=O)C1
    3, 0
- CC1CN(CN2C(=O)C(=Nc3ccccc3)c3ccccc32)CC(C)O1 (stereo unspecified)
    -4, 0
- CCOc1ccccc1C(=O)NCCC1CCN(C(=O)NC2CCCCC2)CC1
    -4, 5

# An excerpt from the list above, as a working copy:
# Order of values: Pf apPOL inh, mHTT CaM bind
- O=[N+]([O-])C(=C1SCCS1)C(=C(Cl)Cl)N1CCOCC1
    -6, 19
- Cc1ccc(S(=O)(=O)Nc2ccccc2-c2nc3ccccc3c(=O)o2)cc1
    0, 4
- CCOc1ccc(N2CSC(=S)N(c3ccc(OCC)cc3)C2)cc1
    -4, /
- COc1ccc(-c2nc(N3CCCC3)ncc2C(=O)O)cc1
    -3, -4
- O=C(COc1ccc(Cl)cc1)Nc1ccc(Br)cc1
    -10, -30
- COc1cccc(N2CCN(C(=O)Nc3ccccc3)C(C)C2=O)c1 (stereo unspecified)
    -4, -6
- CC1OC(Nc2ccc(Cl)cc2[N+](=O)[O-])C(O)C(O)C1O (stereo unspecified)
    -1, -2
- C#CCN([C@H](C(=O)OC)[C@@H](C)CC)S(=O)(=O)c1ccccc1Br
    -4, -1
- CCc1cc2c(N3CCCC(C(=O)N4CCOCC4)C3)nccc2s1 (stereo unspecified)
    -14, 10
- O=C1OC(c2ccccc2[N+](=O)[O-])=N/C1=C/c1ccc([N+](=O)[O-])cc1
    5, 2
- O=C(c1c[nH]c2ccc(S(=O)(=O)Nc3cccc(C(F)(F)F)c3)cc2c1=O)N1CCCC1
    -2, 2
- CC(CCN1CCCN(C)CC1)c1ccccc1 (stereo unspecified)
    -8, 0
- CCc1cc(C2CCCN2Cc2ccc(OCC(N)=O)c(OC)c2)on1 (stereo unspecified)
    1, -1
- COc1ccc(CNC(=O)c2ccc(SCCN3CCOCC3)nc2)cc1
    -4, 15
- O=C(Cn1cnc2ccccc2c1=O)NCCOc1ccc(-c2ccccn2)nn1
    -6, 100*
- COc1ccc(C=O)c(C(=O)O)c1OC
    2, 1

# (next part)
# Order of values: Pf apPOL inh, mHTT CaM bind
- CC(=O)N1CCc2cc(N3CC(C(=O)NCc4ccc(F)cc4F)CC3=O)ccc21 (stereo unspecified)
    -2, -4
- CC1=NCCN1S(=O)(=O)c1cc(Cl)c(Cl)cc1Cl
    -5, -4
- Cc1ccc(NC(=O)C2CCN(c3nccc4sccc34)CC2)cc1C
    -2, 18
- O=C(NCCC1=CCCCC1)c1cnc2n(c1=O)CCS2
    0, 0
- Cc1ccc(CNC(=O)C2(C)CCC(=O)N2CCCc2ccccc2)cc1 (stereo unspecified)
    0, -7
- O=C(Nc1ccccc1C(=O)NCc1cccnc1)c1cccc(I)c1
    -8, -1
- O=C(c1ccccc1Br)N1CCN(c2ccccn2)CC1
    -3, -1
- COc1cc2c(cc1OC)C(=Cc1cccc(C(F)(F)F)c1)C(=O)N2
    -2, /
- Cc1ccc(CNC(=O)CSc2nnc(N)s2)cc1
    -1, 3
- Cc1ccc(OCC(=O)Nc2cccc(C(F)(F)F)c2)c(C)c1
    -3, -37
- CN(C)c1ccc(C2NC(c3ccc(N(C)C)cc3)C3CCCC2C3=O)cc1 (stereo unspecified)
    -9, 12
- CN(Cc1ccco1)S(=O)(=O)c1ccc(C(=O)Nc2sc3c(c2C#N)CCC3)cc1
    3, -5
- CC(C)COc1ccc(S(=O)(=O)Nc2ccc(CC(=O)NCC(F)(F)F)cc2)cc1
    0, -9
- Cc1[nH]n(-c2ccc([N+](=O)[O-])cc2)c(=O)c1C=NCC(O)c1ccccc1 (stereo unspecified)
    -4, 5
- COCC(=O)N1CCCC(OCc2nc(-c3cnccn3)no2)C1 (stereo unspecified)
    -2, -6
- CCOc1ccc(N2CC(=O)NC2=O)cc1
    5, 1
- CCN1C(=O)CCc2cc(NC(=O)c3ccc(C)s3)ccc21
    -4, 0
- CC(O)C#CC1(C)CCCC(C)(C)O1 (stereo unspecified)
    -4, -6
- O=S(=O)(CC1NCc2ccccc21)NCCc1ccccc1 (stereo unspecified)
    -18, 41
- COc1ccc(N2CC(c3nnc(NC(=O)c4ccc(C)cc4)o3)CC2=O)cc1 (stereo unspecified)
    -1, 50*
- CCCCCNC(=O)c1cccnc1SCC(=O)Nc1ccccc1C(F)(F)F
    -6, -6
- CCOC(=O)Cc1ccc(NC(=O)N2CCCC2c2c(C)noc2C)cc1 (stereo unspecified)
    -1, -1
- COc1ccccc1NC(=O)N1CCN(Cc2nc3cccnc3n2-c2ccccc2)CC1
    2, 9
- CCC(=O)Nc1cc(C(F)(F)F)cnc1OC
    -1&-8, /
- Cc1occc1C(=O)Nc1ccccc1C(N)=O
    -8, 9
- CCc1ccc(NS(=O)(=O)c2cc3c(s2)CCN(C(=O)C2CCC2)C3)cc1
    -2, 19
- CC(=O)c1ccccc1OCC(O)CN1CCN(Cc2ccc3c(c2)OCO3)CC1 (stereo unspecified)
    -3, -4
- Cc1ccc(-n2ncc3c(=O)[nH]c(SCC(=O)NCc4ccco4)nc32)cc1C
    -1, 0
- O=S(=O)(NC12CC3CC(CC(C3)C1)C2)c1cccs1
    /, -6
- O=C(Oc1ccc2c(c1)OC(=Cc1cccnc1)C2=O)c1ccc2c(c1)OCO2
    -6, 8
- Cc1ccsc1CN1CCOCC1
    -1, 0
- CC(C)c1cc(C2CCCN2C(=O)c2ccc(F)cc2)no1 (stereo unspecified)
    3, -2
- O=C(NCC1CCCO1)C1CCN(c2ccc(Cl)cc2)C1=O (stereo unspecified)
    -5, 2
- CC1CCC(NC(=O)C2(C)CCC(=O)N2Cc2cccnc2)CC1 (stereo unspecified)
    2, -1
- FC(F)(F)c1ccc(Nc2n[nH]c(=S)s2)cc1
    4, /
- CCn1cc2c3c(cccc31)CN(C(=O)NCc1ccco1)CC2
    0, 20
- O=C1CSC(c2ccc(Cl)cc2Cl)N1c1ccc(Br)cn1 (stereo unspecified)
    -4, -36
- O=C(CCOc1ccccc1)Nc1ccccc1
    -8, -4
- CCOC(=O)N1CCC(NC(=O)c2coc(NC(=O)c3cccs3)n2)CC1
    1, -6
- COc1nccc(N2CCC(CC(=O)NCc3ccc(C(F)(F)F)cc3)CC2)n1
    -7, 18
- CNS(=O)(=O)c1ccc(C)c(N(C)S(=O)(=O)c2ccc(C)cc2)c1C
    -8, -3
- Cc1cc(C(=O)Nc2cc(-c3ccccc3)nn2C)no1
    -11, /
- CCC(C)Sc1nc(O)c(C(C)CC)c(=O)[nH]1 (stereo unspecified)
    3, 1
- COc1ccc(/C=C2\C(=O)N(c3ccccc3)N=C2c2ccc(OC)cc2)cc1
    1, 6
- O=C(NC1CCCc2ccccc21)c1cc2n(n1)CCCN(Cc1ccc(F)cc1)C2=O (stereo unspecified)
    -6, 21
- Cc1ccc(NC(=O)CCCN2C(=O)c3cccnc3C2=O)cc1Cl
    -66, 10
- CN(CC12CCCC1N(C)C(=O)CC2)C(=O)c1ccoc1 (stereo unspecified)
    -4, -6
- O=C1C2C3C=CC(CO)(O3)C2C(=O)N1c1ccc(Cl)c(C(F)(F)F)c1 (stereo unspecified)
    -10, -1
- Cc1cccc(-n2c(CN3CCN(C(=O)NC4CCCC4)CC3)nc3cccnc32)c1
    -3, 2
- Cc1ccc(CN(c2ccc(C(=O)Nc3cccc([N+](=O)[O-])c3)cc2)S(C)(=O)=O)cc1
    3, 0

# (list continues)
# Order of values: Pf apPOL inh, mHTT CaM bind
- CN(C)C(=O)c1ccc(-c2nnc(Nc3ccccc3O)c3ccccc23)cc1
    -4, 2
- COCc1c(C#N)c(Nc2cccc(C(F)(F)F)c2)nc(C)c1[N+](=O)[O-]
    -4, 9
- CCOC(=O)c1c(-c2ccc(F)cc2)csc1NC(=O)CCN1CCOCC1
    -16, 8
- CCCn1c(-c2ccccc2)cn2c3c(=O)n(C)c(=O)n(C)c3nc12
    -3, 0
- Nc1nnc(C2CCCC2)s1
    3, 3

# Source: PubChem BioAssay
